Compound activity (PubChem)
M1 ag: M1 muscarinic receptor agonists, primary screen, CHO-M1 cells, Fluo-4 calcium, agonist mode; Muscarinic acetylcholine receptor M1; Fluo-4 calcium fluorescence; active compounds read high; B-score at 10 µM; 64,000 tested, 3% active;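 active = fluorescence rise, raw or as B-score row- and column-corrected plate score, outside the 99.7% band of its plate's samples, either direction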
S1P1 ag pot: S1P1 agonists and agonism potentiators, primary screen, cell-based, primary and confirmation screens, CRE-bla reporter. activation, % at 9.5 µM. AID 449, 2006. S1P1 CRE-bla cells, forskolin, beta-lactamase FRET, potentiator mode; S1P1 agonist co-added at EC20, 2 nM; 100% = saturating reference agonist, 0% = basal. 56,000 tested, 0.57% active;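 active = activation above a cutoff set at the mean activation of all tested compounds plus 3 SD, cut at about 54% in these data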;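 note: forskolin at 4 µM as EC80 and the EC20 agonist is SEW2871; 100% = SEW2871 at its EC100 plus forskolin at EC80; some compounds past the cut are filed as inactive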
HER2 expr 66K: inhibitors of Her2 protein expression, primary screen, SKBR-3 cells, AlphaScreen, 66K library | Receptor tyrosine-protein kinase erbB-2 (Homo sapiens), P04626 | AID 645, 2007 | HER2 level % of control, % at 10 µM | SKBR-3 HER2 protein level, 18-24 h; active compounds read low | 65,000 tested, 0.69% active;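 active = HER2 level under 5% of the carrier-only control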;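 note: 100% = DMSO carrier and 0% = 500 nM PU-H71 HSP90 inhibitor; lower value means stronger loss of Her2 protein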
Target sequence (P04626 whole entry, looked up): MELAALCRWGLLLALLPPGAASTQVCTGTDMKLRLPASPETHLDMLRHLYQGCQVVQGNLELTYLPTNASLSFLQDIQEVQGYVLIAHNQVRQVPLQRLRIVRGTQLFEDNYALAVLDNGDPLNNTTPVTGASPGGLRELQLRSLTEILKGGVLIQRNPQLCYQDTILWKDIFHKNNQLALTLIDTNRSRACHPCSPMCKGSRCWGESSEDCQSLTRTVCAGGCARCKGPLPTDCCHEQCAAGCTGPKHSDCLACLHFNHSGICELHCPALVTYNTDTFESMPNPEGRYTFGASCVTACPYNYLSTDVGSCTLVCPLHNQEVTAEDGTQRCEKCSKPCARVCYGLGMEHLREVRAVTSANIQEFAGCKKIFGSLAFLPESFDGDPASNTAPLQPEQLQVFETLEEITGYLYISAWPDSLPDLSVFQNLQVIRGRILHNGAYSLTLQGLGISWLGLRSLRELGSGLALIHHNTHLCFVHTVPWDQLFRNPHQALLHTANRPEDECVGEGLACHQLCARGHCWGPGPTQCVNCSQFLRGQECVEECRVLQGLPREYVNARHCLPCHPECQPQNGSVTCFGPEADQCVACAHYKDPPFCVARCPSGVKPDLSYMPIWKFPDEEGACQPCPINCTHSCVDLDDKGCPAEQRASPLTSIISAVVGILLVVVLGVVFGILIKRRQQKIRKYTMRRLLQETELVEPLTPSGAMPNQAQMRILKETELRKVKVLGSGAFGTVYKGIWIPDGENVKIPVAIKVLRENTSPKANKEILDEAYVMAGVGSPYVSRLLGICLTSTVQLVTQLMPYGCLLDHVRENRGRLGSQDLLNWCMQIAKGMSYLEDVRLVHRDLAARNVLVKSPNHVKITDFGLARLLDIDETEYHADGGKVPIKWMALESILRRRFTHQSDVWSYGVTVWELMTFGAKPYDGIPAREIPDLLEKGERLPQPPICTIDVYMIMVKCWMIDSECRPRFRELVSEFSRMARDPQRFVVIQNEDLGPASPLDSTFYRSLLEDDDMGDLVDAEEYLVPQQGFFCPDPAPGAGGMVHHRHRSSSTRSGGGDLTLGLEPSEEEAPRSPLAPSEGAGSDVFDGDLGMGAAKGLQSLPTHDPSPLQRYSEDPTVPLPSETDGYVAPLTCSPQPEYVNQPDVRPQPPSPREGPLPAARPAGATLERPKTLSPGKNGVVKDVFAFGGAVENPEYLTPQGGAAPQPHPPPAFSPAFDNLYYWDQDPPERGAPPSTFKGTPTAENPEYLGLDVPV
HTR1E agonist: 5-HT1E receptor agonists, primary screen, cell-based, HTS | activation, % at 6 µM | 65,000 tested, 0.69% active | AID 574, 2007 | CHO 5-HT1E Ga15 NFAT-bla reporter, FRET; 0% DMSO wells, 100% control agonist wells;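 active = activation above a set limit, the screen-wide mean activation plus 3 SD, cut at about 8.5% in these data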;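 note: 100% = positive control agonist at 1 µM giving full maximal response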
5HT1E antag: 5-HT1E receptor antagonists, primary screen, cell-based, HTS; CHO 5-HT1E Ga15 NFAT-bla reporter, FRET, antagonist; inhibition, % at 6 µM; 65,000 tested, 0.99% active; AID 571, 2007;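 active = inhibition above a set limit, the mean inhibition across every tested compound plus 3 SD, cut at about 29% in these data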;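 note: signal is the 460 over 535 nm emission ratio of beta-lactamase substrate; 0% = agonist plus DMSO wells and 100% = wells without agonist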
S1P3 agonist: human S1P3 receptor agonists, primary screen, cell-based, primary and confirmation, NFAT-BLA reporter; Sphingosine 1-phosphate receptor 3 (Homo sapiens), Q99500; S1P3 NFAT-BLA reporter cells, agonism, FRET ratio; relative to 1 µM S1P, basal subtracted; activation, % at 4.5 µM; 60,000 tested, 0.1% active; AID 373, 2006;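 active = activation above the screen-wide mean plus 3 SD, cut at about 4.5% in these data, passing the limit was not always enough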; note: some compounds called inactive have numbers as strong as hits
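Assay system: CHO cells stably expressing human S1P3, Gα16 and NFAT-β-lactamase reporter. Timing: overnight plating, 4 h compound 37 °C, 2 h substrate RT. Signal: β-lactamase FRET emission ratio 460/535 nm. Measure: percent activation versus median 1 µM S1P response, basal-subtracted, per plate. Repeats: primary screen single test, confirmation screen in triplicate.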
M1 antag: antagonists of rat M1 muscarinic receptor; CHO-M1 cells, Fluo-4 calcium, ACh EC80 antagonist mode; active compounds read low; Muscarinic acetylcholine receptor M1 (Rattus norvegicus), P08482; B-score at 10 µM; 64,000 tested, 3.4% active;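 active = calcium fluorescence response, raw or row-and-column corrected B-score, differing from the plate sample mean either way at a set confidence level, mostly lower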
HEK293 NFkB inh: inhibitors of PMA/ionomycin-induced NF-kB reporter, primary screen, antigen receptor NF-kB inhibitor project, cell-based, HEK-293 luciferase reporter, luminescence; HEK-293 NF-kB luciferase reporter; 62,000 tested, 0.21% active; inhibition, % at 3 µM;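 active = inhibition above the mean of all tested compounds plus 3 SD, cut at about 40% in these data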;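 note: 0% = stimulated DMSO wells and 100% = 10 µM reference inhibitor 5653914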
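Material: HEK-293 cells with stable firefly luciferase reporter driven by four HIV NF-kB elements / Also added: PMA plus ionomycin mix as NF-kB-activating stimulus / Compound dosing: 3 µM once, 0.30% DMSO / Times: 1 h pretreatment, 16 h stimulation, 37 °C / Signal: luminescence / Evaluation: per-plate % inhibition versus controls / Benchmarks: DMSO and 10 µM reference inhibitor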
Jurkat viability: cytotoxicity toward Jurkat T cells, primary screen, cytotoxicity control, cell-based, Jurkat E6.1, 60K MLSMR library; Jurkat E6.1 viability, ATP luminescence, 48 h; inhibition, % at 4 µM; 56,000 tested, 1.2% active; AID 463, 2006;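 active = inhibition above the mean inhibition of all tested compounds plus 3 SD, cut at about 28% in these data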
The depositor's hits bear a star; . = not tested or not shown. No enrichment for hits; 9.2% or so of the library scored in one or more.

Value order – 5HT1E antag	Jurkat viability	M1 ag	M1 antag	S1P1 ag pot	S1P3 agonist	HTR1E agonist	HEK293 NFkB inh	HER2 expr 66K
1) CN1CCN(S(=O)(=O)c2ccc(NC(=O)c3ccc(Br)o3)cc2)CC1
    13.6	4.3	-0.194	-0.243	-10.4	0.1	-0.8	-3.4	95.8
2) O=c1[nH]c(-c2cccs2)nc2ccccc12
    -1.2	7.0	-1.55	0.81	-16.7	0.0	-0.6	-3.1	102.2
3) Cc1nnsc1C(=O)Nc1ccccc1Cl
    -2.6	4.5	0.0201	0.213	-24.5	-0.6	-0.3	-5.2	142.2
4) CCCc1nnc(NC(=O)CNc2ccc(F)cc2)s1
    1.9	-0.3	0.929	-0.384	-2.0	-0.9	0.0	3.2	91.1
5) CN1CCN(C(c2cccc(C(F)(F)F)c2)c2nnnn2Cc2ccccc2)CC1 (centres undefined)
    2.9	-6.5	-1.62	0.699	-2.8	-0.2	-0.7	6.7	91.8
6) CN1CCN(CCCNC(=O)Cn2nc(-c3ccccc3)ccc2=O)CC1
    -2.0	0.2	0.0602	0.943	8.2	-0.5	0.0	7.9	104.5
7) CCOC(=O)N1CCN(C(=O)CSc2nnc(-c3ccccc3OC)o2)CC1
    -25.0	-5.0	.	.	-20.9	-0.3	-0.2	15.9	85.6
8) Cc1ccc2c(c1)NC(=O)C(CC(=O)NC1CCCCC1C)O2 (centres undefined)
    -0.1	2.6	0.697	-0.267	-4.1	0.5	0.5	3.8	97.4
9) CCOC(=O)c1cc(NC(=O)N2CCCc3ccccc32)c(C)nc1C
    0.5	5.1	-0.26	-1.1	-6.9	-0.3	-0.5	14.6	106.6
10) Cc1cc(-c2csc(NC(=O)c3cc4ccccc4o3)n2)c(C)n1C
    -5.1	7.4	-0.0853	-0.559	2.7	-0.6	0.1	7.9	90.0
11) COc1ccc(C2C=C(c3ccc(Br)s3)Nc3ncnn32)cc1OC (centres undefined)
    34.2*	13.2	120*	-0.00592	-28.6	0.0	0.3	21.2	58.4
12) Cn1c(SCC(=O)NC2CC2)nnc1-c1ccco1
    -11.4	.	-0.114	0.0576	.	.	0.0	8.4	114.5
13) CC(NC(=O)OCc1ccccc1)C(=O)NCC1CCCO1 (centres undefined)
    -4.7	3.3	-0.0987	0.866	-11.9	-0.3	-0.1	8.0	111.6
14) O=C(Nc1ccc2c(c1)OCO2)C1CCCN(c2nc3ccccc3s2)C1 (centres undefined)
    -3.4	-3.0	0.971	-1.33	20.0	0.1	-0.8	17.8	116.5
15) CCc1ccc2[nH]c(=O)c(C(c3nnnn3CCOC)N3CCN(c4ccccc4F)CC3)cc2c1 (centres undefined)
    7.3	-0.2	.	.	-8.7	-0.8	2.3	15.7	99.8
16) O=C1Nc2ccccc2C12OCCS2 (centres undefined)
    -8.2	-5.2	-0.114	-0.0275	-2.9	0.1	1.1	3.8	73.3
17) O=C(NCc1ccoc1)c1ccc(NC(=O)c2ccccc2Cl)cc1
    23.8	2.3	-0.636	-0.13	.	-0.7	-1.3	-9.2	.
18) Cc1nnc(SCC(=O)Nc2nsc(-c3ccccc3)n2)s1
    2.4	-5.0	-0.225	-0.0662	.	-0.7	0.7	-0.4	113.6
19) Cc1ccc(NC(=O)CSc2nccc(=O)[nH]2)c(S(=O)(=O)N2CCOCC2)c1
    -1.2	1.2	-0.373	-0.302	3.6	0.7	-0.6	-1.8	92.8
20) Brc1ccccc1-c1nnc2sc(Cc3ccccc3)nn12
    2.9	-1.1	0.22	-0.0606	.	-0.9	0.9	3.2	99.0
21) Cc1cc(=O)c2ccccc2[nH]1
    -4.6	0.2	0.431	-0.216	-23.0	1.2	-1.1	17.4	85.5
22) COc1ccc2[nH]c(=O)c(CN(Cc3cccnc3)C(=O)Nc3ccccc3)cc2c1
    1.4	0.7	3.51*	-1.02	4.3	-0.1	0.3	16.4	90.9
23) O=C1C2CCCN2C(c2ccc(Br)cc2)N1c1ccc(F)cc1 (centres undefined)
    -4.1	2.0	-0.426	-1.25	-31.9	0.1	1.1	3.9	103.4
24) CC(=O)Oc1ccc(/C=c2\sc3ncnn3c2=O)cc1
    -11.2	2.2	0.277	-0.0755	-2.4	-0.5	-0.3	5.2	97.6
25) Cn1c(NC(=O)C2CCCO2)cc(=O)n(C)c1=O (centres undefined)
    4.8	3.9	-0.112	-0.0545	-20.4	-1.6	-0.3	11.8	113.6
26) COC(=O)CN1C(=O)C(O)(CC(=O)c2cccc(Br)c2)c2ccccc21 (centres undefined)
    -3.5	-2.8	-0.198	0.705	-12.3	-0.4	-0.3	7.5	77.5
27) COCCn1c(SCC(=O)N2CCCC2)nnc1-c1ccoc1C
    -2.1	-6.3	-0.146	0.635	-6.5	0.1	0.7	14.0	91.8
28) COc1ccc(-c2nc(CS(=O)CC(=O)NCc3ccccn3)c(C)o2)cc1 (centres undefined)
    -0.3	-3.2	1.19	0.105	12.6	-0.4	0.5	1.1	113.5
29) CCCCC(=O)Nc1cccc(-c2nnc(-c3ccccc3)o2)c1
    -7.1	-0.6	2.67*	-1.06	.	-0.7	-0.1	8.8	125.5
30) Cc1nc(SCC#N)c2c3c(sc2n1)CCC3
    -1.2	-2.8	-0.223	0.259	-37.4	-1.1	1.2	6.4	110.3
31) CSC(=O)NC12CC3CC(CC(C)(C3)C1)C2
    -2.3	2.1	-0.444	0.762	-21.0	-1.9	-0.6	28.0	151.5
32) CCOC(=O)C1CCN(S(=O)(=O)c2ccc(NC(=O)OC)cc2)CC1
    -0.6	10.7	-1.18	-0.265	8.3	-0.7	-0.6	4.5	114.3
33) CC12CCC(C(=O)O)(C/C1=N\O)C2(C)C (centres undefined)
    -5.5	-7.0	.	.	0.6	-0.5	-0.4	15.6	74.2
34) CCOc1cc(C(=O)CSc2nnc(CNc3ccc(Cl)cc3)o2)ccc1NC(=O)CC
    58.0*	6.1	0.0176	0.162	11.6	-1.0	3.5	5.4	-21.5*
35) CCNS(=O)(=O)c1ccc(NC(=O)c2cc(C(F)(F)F)nn2C)cc1
    -1.3	4.0	0.227	0.0402	-0.6	-0.2	-0.1	11.3	73.1
36) CCOC(=O)c1cnc2c(C)c(Cl)ccc2c1N1CCOCC1
    -6.5	-1.5	-0.392	0.647	-4.0	-1.4	0.9	0.6	92.3
37) Cc1ccc(C(=O)CSc2nnc(-c3ccco3)n2Cc2ccccc2)cc1
    -5.6	.	-0.0111	-1.15	.	.	0.3	19.5	57.5
38) Nc1nnnn1/N=C/c1ccccc1C(F)(F)F
    -1.1	-7.2	0.471	-0.113	-0.2	-0.1	-0.4	12.6	80.8
39) CS(=O)(=O)N(CC(=O)Nc1ccc2c(c1)OCO2)Cc1ccccc1
    -3.6	-5.7	-0.126	-0.912	13.1	0.4	-1.1	5.8	274.6
40) Cc1ccc(C(=O)NCCN(C)C)c(C)c1
    5.9	-5.2	-0.023	-0.923	-0.9	0.1	0.1	7.0	87.1

Three compounds already listed, sorted by the value under 5HT1E antag, high to low.
no.	Molecule	5HT1E antag	M1 ag	M1 antag	S1P1 ag pot	S1P3 agonist	HTR1E agonist	HEK293 NFkB inh	HER2 expr 66K
22	COc1ccc2[nH]c(=O)c(CN(Cc3cccnc3)C(=O)Nc3ccccc3)cc2c1	1.4	3.51*	-1.02	4.3	-0.1	0.3	16.4	90.9
28	COc1ccc(-c2nc(CS(=O)CC(=O)NCc3ccccn3)c(C)o2)cc1 (centres undefined)	-0.3	1.19	0.105	12.6	-0.4	0.5	1.1	113.5
26	COC(=O)CN1C(=O)C(O)(CC(=O)c2cccc(Br)c2)c2ccccc21 (centres undefined)	-3.5	-0.198	0.705	-12.3	-0.4	-0.3	7.5	77.5

(listing goes on)
Value order – 5HT1E antag	Jurkat viability	M1 ag	M1 antag	S1P1 ag pot	S1P3 agonist	HTR1E agonist	HEK293 NFkB inh	HER2 expr 66K
41) Cc1cc(N2CCN(C)CC2)nc2ccc(NC(=O)c3ccc4c(c3)OCO4)cc12
    4.6	.	0.0151	-0.869	.	.	0.3	2.4	72.9
42) CCOc1ccc(-n2c(Cc3cc(=O)[nH]c(=O)[nH]3)nnc2SCc2cccnc2)cc1
    -6.3	7.3	1.22	0.721	-23.8	-0.8	-0.3	-5.6	114.9
43) O=C(OC1CSc2nc3ccccc3n2C1)c1ccco1 (centres undefined)
    6.8	-2.1	-0.552	0.0222	-15.7	0.4	0.8	-1.4	86.9
44) N#Cc1cn(-c2ccccc2)nc1-c1ccccc1
    33.8*	8.3	0.0504	-0.0278	10.3	-1.4	-0.8	5.8	61.6
45) Cn1c(=O)c2c(nc(SCC(=O)N3CCCc4ccccc43)n2C)n(C)c1=O
    -4.1	-3.4	0.0416	0.985	9.8	-0.6	0.7	3.1	141.7
46) CCOC(=O)C1=C(c2ccccc2)NC(=O)NC1c1ccc(N(C)C)cc1 (centres undefined)
    7.3	0.6	-0.262	1.18	-9.8	-1.2	0.7	9.9	103.8
47) CCCCn1c(C(C)O)nc2ccccc21 (centres undefined)
    -6.8	-2.1	0.827	1.29	.	-0.7	0.8	1.4	105.5
48) O=C(NCc1ccc(Cl)cc1)c1cc(-c2cccs2)on1
    8.6	-5.8	-0.155	-0.159	-36.4	-0.3	-0.3	3.0	83.0
49) Cc1ccccc1OCc1nnc2n1CC(C)S2 (centres undefined)
    2.6	1.0	1.12	-0.00241	1.3	-2.4	0.2	4.6	63.4
50) CCOC(=O)CC(=O)CSc1nc(-c2cccnc2)ccc1C#N
    1.4	0.5	-0.508	-0.639	.	-0.4	-0.9	-1.3	68.3
51) CN(C)C(=O)CSc1nc2ccccc2c(=O)[nH]1
    1.8	-13.8	-0.209	-1.31	-1.0	-1.8	-0.2	10.5	127.5
